NR1D1 modulator = modulators of Rev-erb alpha DNA binding, primary screen, biochemical, FITC-DNA, fluorescence polarization, uHTS; 370,000 compounds, 0.79% hits; Rev-erbα–FITC-DNA binding, 90 min; activity, % at 10 µM; Nuclear receptor subfamily 1 group D member 1 (Homo sapiens), P20393;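 active = activity above about 14%, limit read from the data; passing the limit was not always enough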;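 note: 0% = DMSO wells with 35 nM protein and 100% = DMSO wells with 750 nM protein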
Target sequence (P20393 whole entry, looked up): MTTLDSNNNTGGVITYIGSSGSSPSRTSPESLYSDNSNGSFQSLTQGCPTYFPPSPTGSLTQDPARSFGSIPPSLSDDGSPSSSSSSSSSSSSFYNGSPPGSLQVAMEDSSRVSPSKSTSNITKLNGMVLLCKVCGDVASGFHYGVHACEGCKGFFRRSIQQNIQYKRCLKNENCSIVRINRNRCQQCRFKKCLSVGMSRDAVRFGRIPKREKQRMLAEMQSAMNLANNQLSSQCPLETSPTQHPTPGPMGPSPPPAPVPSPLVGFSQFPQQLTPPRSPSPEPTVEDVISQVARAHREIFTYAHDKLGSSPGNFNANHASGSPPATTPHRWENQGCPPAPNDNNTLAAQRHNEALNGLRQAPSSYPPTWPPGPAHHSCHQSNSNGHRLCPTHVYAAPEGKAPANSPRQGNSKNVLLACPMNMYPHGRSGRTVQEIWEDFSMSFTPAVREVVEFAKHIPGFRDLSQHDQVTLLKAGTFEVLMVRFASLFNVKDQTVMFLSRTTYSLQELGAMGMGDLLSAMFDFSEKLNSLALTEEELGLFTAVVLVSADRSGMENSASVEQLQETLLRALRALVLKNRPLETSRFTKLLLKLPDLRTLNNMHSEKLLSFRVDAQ
ssDAF12 agonist = S. stercoralis DAF-12 nuclear receptor activators, primary screen, cell-based, luminescence, HEK293, GRIP1 co-expression, lit1-tk-luc; Nuclear hormone receptor DAF-12 (Strongyloides stercoralis); HEK293 ssDAF-12/GRIP1 lit1-tk-luc reporter; % of 3 µM dafachronic acid response; activation, % at 6.8 µM; 370,000 compounds, 1% hits; AID 652126, 2013;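 active = activation above the mean over all tested compounds plus 3 SD, cut at about 0.9% in these data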;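 note: 0% = DMSO-only wells and 100% = 3 µM delta7-dafachronic acid wells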
HGIII-sPLA2 inh = human group III sPLA2 inhibitors, primary screen, biochemical, QFRET, BODIPY PC-A2 liposome substrate | inhibition, % at 12.2 µM | 370,000 compounds, 0.56% hits | QFRET BODIPY PC-A2 liposome hydrolysis, fluorescence;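 active = inhibition above mean plus 3 SD of compounds lying within the high and low control bounds, cut at about 19% in these data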;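 note: 0% = median of test compound wells and 100% = no enzyme DMSO wells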
SMARCA2 activ = SMARCA2 (BRM) function activators, primary screen, cell-based, luminescence, high throughput; activation, % at 9.1 µM; 370,000 compounds, 1% hits; MG213 cells, MMTV-luciferase reporter, dexamethasone, overnight; in the data active = activation above about 7.8%;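 note: 0% = vehicle wells and 100% = reference activator wells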
FXN GAA850 act = FXN promoter activators, primary screen, cell-based, luciferase luminescence, HEK293 lucGAA850; HEK293 lucGAA850 FXN promoter luciferase reporter, 24 h; percent of 10 µM SAHA response; activation, % at 6 µM; 360,000 compounds, 0.56% hits;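 active = activation above the average of all compounds screened plus 3 SD, cutoff fixed separately per campaign, cut at about 7.5% in these data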;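 note: 0% = DMSO wells and 100% = 10 µM SAHA wells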
DAX1 inh-1 = DAX1 (NR0B1) inhibitors on StAR promoter, primary screen, cell-based, luminescence, SF-1 (NR5A1), full-length DAX-1 | HEK293T StAR-luciferase reporter, SF-1/DAX-1 repression relief | inhibition, % at 6.8 µM | 370,000 compounds, 1.1% hits | AID 652010, 2013;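 active = inhibition above the mean over all tested compounds plus 3 SD, cut at about 3.6% in these data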;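 note: 0% = DAX-1 cells with DMSO and 100% = cells lacking DAX-1 with DMSO; higher inhibition means more luminescence from relief of DAX-1 repression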
DAX1 inh-2 = DAX1 (NR0B1) inhibitors, primary screen, cell-based, HEK293, Gal4-DAX1, luciferase luminescence | HEK293 Gal4-DAX1 luciferase reporter | inhibition, % at 6.75 µM | 340,000 compounds, 0.99% hits | AID 504766, 2011;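 active = inhibition above the mean over all tested compounds plus 3 SD, cut at about 4.2% in these data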;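 note: 0% = DAX1-transfected cells with DMSO and 100% = empty-vector control cells with DMSO; inhibition shows as a rise in luminescence from relieved DAX1 repression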
Target sequence (P51843 207-470 limits assumed): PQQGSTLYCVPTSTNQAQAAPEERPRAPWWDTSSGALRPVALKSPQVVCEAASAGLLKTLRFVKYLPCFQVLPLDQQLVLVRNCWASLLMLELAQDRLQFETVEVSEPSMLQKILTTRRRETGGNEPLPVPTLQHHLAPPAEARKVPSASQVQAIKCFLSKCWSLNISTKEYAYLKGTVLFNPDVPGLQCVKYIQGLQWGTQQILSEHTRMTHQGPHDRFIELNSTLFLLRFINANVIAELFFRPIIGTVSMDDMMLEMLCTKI
PG9 binder = binders of HIV-1 gp120 antibody PG9, primary screen, biochemical, TR-FRET | TR-FRET gp120-PG9 antibody binding | HIV-1 gp120 / PG9 antibody interaction | inhibition, % at 6.7 µM | 360,000 compounds, 0.43% hits; in the data active = inhibition above about 8.5%
hgDAF-12 ag = H. glycines DAF-12 receptor agonists, primary screen, cell-based, luminescence, HEK293, GAL4 fusion, UAS-luciferase; Nuclear hormone receptor DAF-12 (Heterodera glycines), GAL4 fusion; HEK293 GAL4-hgDAF12 UAS-luciferase reporter, agonist luminescence; normalized to butyrate control; activation, % at 6.8 µM; 370,000 compounds, 1.8% hits; AID 687014, 2013;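 active = activation above a cutoff set at the mean of all screened compounds plus 3 SD, cut at about 10% in these data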;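 note: 0% = DMSO wells and 100% = sodium butyrate wells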
hcDAF12 agonist = H. contortus DAF-12 nuclear receptor activators, primary screen, cell-based, luminescence, HEK293, lit1-tk-luc reporter | HEK293 hcDAF-12 lit1-tk-luc reporter; 0% DMSO, 100% Δ7-dafachronic acid | activation, % at 6.8 µM | 370,000 compounds, 1.4% hits;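 active = activation above the mean of all tested compounds plus 3 SD, cut at about 5.5% in these data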;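 note: 100% = response to 3 µM Δ7-dafachronic acid high control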
PLCb3 inh = human PLC-beta3 inhibitors, primary screen, biochemical, fluorescence; 1-phosphatidylinositol 4,5-bisphosphate phosphodiesterase beta-3 (Homo sapiens), Q01970; Purified PLC-beta3, fluorogenic substrate; inhibition, % at 12.2 µM; 370,000 compounds, 0.18% hits; AID 720704, 2013; in the data active = inhibition above about 11%;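 note: 0% = median of compound wells on plate and 100% = full blocker control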
Numbers without * were called inactive; nt = no result given.

SMILES	NR1D1 modulator	ssDAF12 agonist	HGIII-sPLA2 inh	SMARCA2 activ	FXN GAA850 act	DAX1 inh-1	DAX1 inh-2	PG9 binder	hgDAF-12 ag	hcDAF12 agonist	PLCb3 inh
Cn1c(=O)c2c(nc(SCC(=O)O)n2Cc2cccc(C(F)(F)F)c2)n(C)c1=O	3.4	-0.6	1.3	1.3	-1.5	0.1	1.4	-1.9	-2.3	-0.1	-1.8
O=S(=O)(Nc1cccc2cn[nH]c12)c1ccc(F)cc1	-3.1	-1.3	-11.2	0.6	0.3	0.3	0.1	-5.3	-1.8	0.4	4.2
Cn1cnnc1SCC(=O)N1CCC(Cc2ccccc2)CC1	-4.5	-1.1	0.0	-0.3	-1.7	-0.1	1.6	0.3	0.8	-1.8	1.0
CC(C)NC(=O)C(C)n1cccc1C(=O)c1ccccc1 (centres undefined)	0.7	-1.6	-4.3	-0.3	-0.1	0.0	1.1	0.2	-1.1	-0.7	-1.0
CCCN(CCC)Cc1c(C(=O)N/N=C/c2ccsc2)nnn1-c1nonc1N	3.9	-1.1	1.8	-1.6	1.0	0.2	0.1	-2.4	-0.2	1.1	-4.0
COc1ccccc1CCNC(=O)C(=O)NCCC1CCCCN1S(=O)(=O)c1cccs1 (centres undefined)	-2.0	-1.8	-1.6	-2.4	-1.1	-3.6	-1.9	2.8	-1.5	-2.4	-1.1
C[C@@H](CSc1ccccc1)CN1CC[C@H](O)CCC1=O	-1.2	-1.5	5.7	-0.7	2.2	-0.1	1.8	-0.2	2.2	0.1	4.3
CCOc1ccc(S(=O)(=O)N2CCC(C(=O)OC(C)C(=O)NC3CCCCC3C)CC2)cc1 (centres undefined)	2.4	-1.3	4.7	0.9	0.4	0.0	0.0	0.2	0.2	0.8	-6.7
COc1cccc(NC(=O)Cn2c(=O)n(-c3ccccc3)c(=O)c3sccc32)c1	-1.2	-1.7	-5.5	4.9	0.8	-0.3	-0.9	0.0	0.4	-0.9	-9.3
Cc1cc(=O)oc(C)c1C(=O)NC12CC3CC(CC(C3)C1)C2	1.6	-1.5	-3.5	-0.3	-1.7	-0.1	1.1	0.8	-2.3	-1.8	3.5
Cn1cc(Br)c(C(=O)NNC(=O)Nc2ccccc2C(F)(F)F)n1	0.2	-0.8	-5.4	4.0	3.9	1.0	4.2*	-1.0	10.4	-0.4	1.1
O=C(Nc1ncnc2c1C(c1ccccc1)c1c(ccc3ccccc13)O2)c1ccccc1 (centres undefined)	9.8	-1.1	-7.7	-1.7	-1.9	-0.9	-1.2	-2.1	0.3	-2.0	-6.3
CC(C)N1CCCC(C)(C(=O)Nc2nc3ccccc3[nH]2)C1 (centres undefined)	-2.7	-1.6	0.6	1.0	1.1	0.3	nt	1.1	-0.8	-0.8	-0.5
O=S(=O)(NCC(c1ccc2c(c1)OCO2)N1CCOCC1)c1ccc(Cl)cc1 (centres undefined)	2.5	-1.1	-1.5	-1.1	0.5	2.6	-0.9	-1.0	-0.9	0.5	-3.0
CC(=O)c1c(CSc2ccccc2)oc2ccc(O)c(CN(C)C)c12	2.2	-1.2	-12.4	-1.9	-1.3	0.2	1.0	3.7	-1.7	0.1	-2.9
O=C(CCNS(=O)(=O)c1cccc2nsnc12)N1CCc2ccccc21	-1.6	-1.0	-4.7	5.0	-1.1	-0.4	2.1	-2.3	2.4	-0.8	3.1
COc1ccc(Sc2ccccc2CN(C)C)cc1OC	1.4	-1.0	-3.0	0.8	-0.1	-0.5	1.9	-2.8	0.1	0.9	3.7
CC1CC(=O)N(C)c2ccc([N+](=O)[O-])cc2N1 (centres undefined)	-1.1	-0.9	18.5	-2.8	0.5	0.6	0.4	-0.8	-2.3	1.7	-4.7
Clc1ccc(-c2nnc(-c3cccnc3)o2)cc1	4.0	0.0	2.6	2.8	2.7	0.9	2.6	-0.7	3.4	0.2	-3.1
COc1cccc(C2/C(=C(\O)c3ccc4c(c3)OCCO4)C(=O)C(=O)N2CCN(C)C)c1 (centres undefined)	0.0	-0.3	-0.3	-4.8	-1.1	1.2	1.6	7.8	1.0	0.3	-1.1
CN(NC1OC(=O)c2ccccc21)c1ccc(C(F)(F)F)cc1[N+](=O)[O-] (centres undefined)	2.7	-1.4	-7.0	0.3	0.9	-0.3	nt	-0.2	1.9	-0.5	-1.8
Cn1c(=O)c2cn3c(c2n(C)c1=O)C(c1ccccc1)CC(c1ccccc1)=N3 (centres undefined)	-1.7	-1.0	17.4	-1.4	4.2	0.5	0.6	0.7	-0.6	0.3	0.4
O=[N+]([O-])c1ccc(N2CCN(C(=S)NC3CCCCC3)CC2)cc1	0.0	-1.8	-4.5	-2.0	2.6	-2.3	-1.9	-1.3	-5.6	-2.5	2.4
CC(=O)Nc1ccc(-c2csc(NC(=O)C3=COCCO3)n2)cc1	-3.2	-0.6	-5.5	0.3	0.1	1.8	0.2	-2.7	4.2	0.0	-17.1
CCC(C(=O)NCc1ccc(F)cc1)n1nc(C)n2c(cc3occc32)c1=O (centres undefined)	1.2	-1.5	-1.6	1.5	0.5	0.6	0.7	-0.2	-2.2	0.4	-18.7
Later entries:
SMILES	NR1D1 modulator	ssDAF12 agonist	HGIII-sPLA2 inh	SMARCA2 activ	FXN GAA850 act	DAX1 inh-1	DAX1 inh-2	PG9 binder	hgDAF-12 ag	hcDAF12 agonist	PLCb3 inh
COc1ccc(-c2nnc(N3CCOCC3)c3ccccc23)cc1	2.2	-1.8	-3.2	-1.7	-0.6	-0.1	0.3	-0.3	-2.3	-2.4	-8.0
COC(=O)N/N=C/c1cccc(OC(=O)c2ccc3c(c2)OCO3)c1	-2.3	-1.1	2.6	1.6	0.6	0.6	-1.7	-1.1	-2.7	0.3	-0.9
CCN(Cc1cc(=O)n2ccsc2n1)Cc1nc2cc(OC)c(OC)cc2c(=O)[nH]1	-0.3	-1.0	-1.0	0.5	-0.5	-0.4	-1.0	-0.2	0.7	1.7	-28.0
CC1=C(C(=O)N2CCCCCC2)CC(CC(=O)NCCCN(C)C)C(=O)N1Cc1ccccc1 (centres undefined)	0.7	-1.6	4.5	-3.1	nt	0.3	nt	0.1	1.5	-1.9	0.9
COc1ccc(C2NC(=O)CCC2[N+](=O)[O-])cc1OC (centres undefined)	9.7	-0.2	3.2	0.5	-1.8	-0.1	0.2	-2.2	2.7	1.8	-7.7
Cc1ccccc1NC(=O)COC(=O)c1cc[n+]([O-])cc1	-3.5	-1.3	16.0	-2.4	0.3	0.8	0.2	0.2	-0.5	-1.4	-6.7
CN1CCN(CCCNC(=O)c2cc3c(=O)oc4ccccc4c3s2)CC1	-9.7	-1.7	-1.9	0.2	0.1	0.1	0.8	-1.6	0.4	-1.0	-1.0
COc1ccc(NC(=O)NCc2ccncc2)cc1	3.1	-1.1	8.1	-2.4	-0.6	-0.5	-0.9	-0.2	0.4	-0.9	4.7
CCCC1(c2ccccc2)NC(=O)N(C/C=C/Cl)C1=O (centres undefined)	-0.8	-0.8	0.2	-0.5	-0.7	0.2	0.1	-0.4	0.2	-0.6	-5.8
Cc1ccc(-c2cc(C(=O)Nc3ccc(S(=O)(=O)Nc4ncccn4)cc3)[nH]n2)c(O)c1C	-5.4	-0.1	-16.0	2.9	3.8	0.9	-1.8	-0.1	2.7	-1.4	-4.5
O=C(OCc1cn(Cc2ccc(F)cc2F)nn1)N1CCOCC1	4.2	-0.9	6.2	-1.8	nt	-1.8	nt	nt	0.2	-1.3	-0.2
O=P(C(=NCCO)NO)(N1CCOCC1)N1CCOCC1	9.3	-1.0	-1.3	1.9	-0.1	0.0	1.1	-4.0	2.7	-1.4	0.3
Cc1ccc(/C=N/NC(=O)c2cccc([N+](=O)[O-])c2)o1	-2.0	-1.0	0.6	-2.7	-1.3	-1.1	0.3	-3.4	5.4	3.7	1.0
O=C(OCc1cnc(Cl)s1)c1c(F)cccc1F	-1.1	-1.4	-2.3	1.4	1.1	-0.1	-1.1	-1.8	4.7	0.3	-3.9
COc1ccc(CCNC(=O)c2cc(C(C)C)on2)cc1OC	-3.7	-1.5	7.7	-4.0	1.0	1.0	0.3	1.5	-1.3	0.1	2.5
CC(=O)c1c(C)[nH]c(C(=O)COC(=O)CN(C)S(=O)(=O)c2ccc(Cl)cc2)c1C	-4.5	-0.9	-16.2	-0.9	1.8	0.5	0.9	-0.4	6.5	-1.1	1.9
CCOC(=O)c1[nH]c(C)c(C(=O)N2CCN(c3ccc(OC)cc3)CC2)c1C	6.3	-1.6	-1.1	-0.1	0.8	-0.8	1.0	1.0	-2.0	-2.5	-0.7
CSCC[C@H](NC(=O)[C@@H]1Cc2ccccc2CN1)C(=O)NC1CCCCC1	7.4	-0.5	11.2	1.9	-2.0	-0.1	0.4	0.8	0.3	-0.5	-7.7
CCOC(=O)N1CCN(S(=O)(=O)c2cc(Br)cc3c2N(C(=O)CC)CC3)CC1	2.4	-1.6	-2.2	-1.5	-1.8	-0.2	0.7	1.9	-1.6	-1.6	2.9
O=C(c1ccccc1)C(O)C(c1ccccc1)N1CCOCC1 (centres undefined)	-9.4	-0.6	-3.0	-0.7	-1.2	0.1	0.7	-0.7	-2.5	-1.2	-4.9
CCCc1nc2ccc(NC(=O)NCCC(=O)OCC)cc2c(=O)n1Cc1cccc(Cl)c1	11.8	-1.1	-8.0	0.1	-1.0	-0.3	1.5	-0.1	-0.7	-0.2	-2.8
CC(=O)c1c(C)[nH]c(C(=O)NCc2ccco2)c1C	-2.1	-1.1	12.9	0.0	-3.1	0.1	-0.9	0.4	1.8	-0.2	6.1
COC(=O)c1ccc(N2CCN(C)CC2)c(NC(=O)COc2ccc(OC)cc2)c1	-1.0	-0.9	-4.2	-2.8	0.9	-0.6	-0.5	2.8	-3.0	-2.0	-1.8
O=C1CC(=O)CC(c2ccccc2Cl)C1	2.7	-1.4	-5.2	-1.1	1.3	0.3	-0.9	0.5	-1.5	-1.5	-2.5
COc1cccc(CNS(=O)(=O)c2ccc3c(c2)NC(=O)CS3)c1	1.8	-0.8	-7.4	-1.3	-0.7	0.1	0.1	-1.4	0.0	-0.8	-6.0
CC(=O)Cc1nsc(NC(=O)c2cccc(F)c2)n1	-3.2	-1.3	-2.4	4.3	3.0	1.2	0.3	0.1	1.8	1.7	3.0
O=C(COC(=O)c1cnccn1)Nc1ncc(Cl)cc1Cl	-0.5	-0.5	-0.8	-0.8	2.0	0.5	0.3	0.3	0.2	1.3	-32.8
O=C(NCc1ccc2c(c1)OCO2)c1cccc(S(=O)(=O)N2CCOCC2)c1	0.7	-1.1	1.0	1.4	-0.4	-0.6	0.8	-1.9	1.2	-1.4	2.5

Source: PubChem
